High-throughput results deposited in PubChem by National Center for Advancing Translational Sciences (NCATS).
JMJD2E inh – inhibitors of human JMJD2E histone demethylase | B2RXH2 | JMJD2E catalytic domain, FDH-coupled NADH fluorescence (FDH is formaldehyde dehydrogenase) | AID 2147 | 1.6% of 230,000 active | Potency, µM (series often up to 57.1 µM), without a hit: at the top dose activity change, negative = inhibition, hits mostly inhibitors; active means well fitted inhibition curve with a large enough effect, not every such curve was filed as active; inconclusive means small, poorly fitted or top-dose-only effect, or another doubt; inactive means no such curve, though single readings can be large or run the other way;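 further: 0% = wells with enzyme and -100% = buffer wells without enzyme; nearly all actives have a fitted effect of over 50% in size; many of its hits are not listed in these tables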
Target sequence (B2RXH2 1-337 limits assumed): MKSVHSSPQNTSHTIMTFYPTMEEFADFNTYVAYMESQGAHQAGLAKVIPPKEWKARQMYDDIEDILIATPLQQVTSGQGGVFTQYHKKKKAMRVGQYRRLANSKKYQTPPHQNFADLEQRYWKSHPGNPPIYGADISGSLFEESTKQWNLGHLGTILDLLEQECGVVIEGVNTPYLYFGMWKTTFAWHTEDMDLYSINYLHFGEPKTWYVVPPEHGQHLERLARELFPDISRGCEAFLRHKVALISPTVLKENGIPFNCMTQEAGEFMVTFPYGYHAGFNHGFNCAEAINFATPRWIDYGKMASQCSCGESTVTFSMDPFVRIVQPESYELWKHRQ
HTT ATP protect – cytoprotection in Huntington HTT-Q103 PC12 cell model. PC12 HTT-Q103 induced, cytoprotection, ATP luminescence, 40 h. Potency, µM (top dose mostly 56.4 µM), inactives show cytoprotection (ATP increase), actives largely listed as activators. 0.14% of 230,000 active;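 further: % of control where 0% means no effect; nearly all actives have a fitted effect of over 45% in size; toxic huntingtin expression switched on by the ecdysone agonist tebufenozide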
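PC12 cells with ecdysone-inducible HTT exon 1 Q103-GFP, induced with 100 nM tebufenozide and co-treated with library compounds in a dose series (1536-well, 1500 cells/well). Cytoprotection read as ATP content by ATPlite luminescence.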
Tau fluor cs – counter-screen for tau fibril formation inhibitors; Potency, µM (doses to about 57.7 µM), inactives show at the top dose activity change, negative = decrease; 0.93% of 280,000 active; tau K18 P301L Alexa594 fluorescence, heparin fibrillization; further: on the % scale 0 is the no-effect control and ±100 the full control effect; nearly all actives have a fitted effect of over 55% in size
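Human tau K18 P301L (15 uM unlabeled, 0.24 uM Alexa 594-labeled) in 100 mM sodium acetate pH 7 with 20 uM heparin, 6 hr at 37 C. ThT 30 uM added, 1 hr ambient; Alexa 594 FP and total fluorescence read at 555/632 nm.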
HttQ103 aggreg – inhibitors of mutant huntingtin aggregate formation in PC12 cells; PC12 HttQ103-GFP aggregates, Acumen cytometry, 40 h; 1.1% of 220,000 active; Potency, µM (highest dose often 46.1 µM), inactives show top-dose activity change, negative = inhibition, hits mostly inhibitors; AID 1688; further: on the % scale 0 is the no-effect control and ±100 the full control effect; nearly all actives have a fitted effect of over 60% in size
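Aggregate formation scored by laser-scanning cytometer (488 excitation, 500–530 emission) in lysed PC12 cells expressing Q103-GFP after 100 nM tebufenozide induction; library tested in dose series, with ATPLite reagent added in the multiplex.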
ALDH1A1 inh – blocks purified human ALDH1A1 activity. P00352. 7.3% of 220,000 active. AID 1030. Purified ALDH1A1, NADH fluorescence, propionaldehyde substrate. Potency, µM (series often up to 75.3 µM), for the others: top-dose activity, negative = inhibition, hits mostly inhibitors; active means well fitted inhibition curve with a large enough effect, not every such curve was filed as active; inconclusive means small, poorly fitted or top-dose-only effect, or another doubt; inactive means no such curve, though single readings can be large or run the other way;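 further: plate controls were no enzyme wells and a reference inhibitor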
Target sequence (P00352 whole entry, looked up): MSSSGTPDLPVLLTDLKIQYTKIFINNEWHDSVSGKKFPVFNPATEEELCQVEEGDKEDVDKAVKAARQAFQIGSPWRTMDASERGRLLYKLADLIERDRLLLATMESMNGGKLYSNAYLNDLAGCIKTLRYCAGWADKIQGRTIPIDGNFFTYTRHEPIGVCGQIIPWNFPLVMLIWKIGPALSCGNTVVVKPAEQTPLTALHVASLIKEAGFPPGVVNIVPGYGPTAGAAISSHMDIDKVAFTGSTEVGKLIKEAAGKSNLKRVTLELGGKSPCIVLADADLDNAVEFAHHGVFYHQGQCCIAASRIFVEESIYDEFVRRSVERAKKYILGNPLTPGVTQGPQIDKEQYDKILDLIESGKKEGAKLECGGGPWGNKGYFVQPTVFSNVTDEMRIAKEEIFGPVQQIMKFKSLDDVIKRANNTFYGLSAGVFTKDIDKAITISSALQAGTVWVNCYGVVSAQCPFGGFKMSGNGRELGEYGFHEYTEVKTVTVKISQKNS
Tau fibril ThT – blocks human tau fibril formation measured by thioflavin T; P10636; recombinant tau K18 P301L, heparin-induced fibrillization, ThT fluorescence; Potency, µM (titrated, usually from 57.4 µM), for inactives: top-dose activity, negative = inhibition, usual class: inhibitors; 2.1% of 270,000 active; AID 1460; further: on the % scale 0 is the no-effect control and ±100 the full control effect; nearly all actives have a fitted effect of over 55% in size
Target sequence (P10636 561-689 P618L limits assumed): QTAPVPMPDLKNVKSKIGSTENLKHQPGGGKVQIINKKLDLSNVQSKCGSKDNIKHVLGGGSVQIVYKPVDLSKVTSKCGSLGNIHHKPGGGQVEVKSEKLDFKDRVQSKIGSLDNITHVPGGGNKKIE
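Recombinant human tau K18 fragment […] carrying P301L, 15 uM unlabeled plus 0.24 uM Alexa 594-labeled, was fibrillized with 20 uM heparin in 100 mM sodium acetate pH 7 for 6 hr at 37 C; 30 uM ThT fluorescence read after 1 hr.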
Tau fibril FP – inhibitors of human tau fibril formation | 0.39% of 280,000 active | K18 P301L tau heparin fibrillization, Alexa594 FP, 6 h | P10636 | AID 1468 | Potency, µM (doses to about 57.7 µM), for the others: at the top dose activity, negative = inhibition, actives largely listed as inhibitors; further: on the % scale 0 is the no-effect control and ±100 the full control effect; nearly all actives have a fitted effect of over 55% in size
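Heparin (20 uM) drove fibril formation of recombinant tau K18 P301L, 15 uM unlabeled with 0.24 uM Alexa 594 label, for 6 hr at 37 C in 100 mM sodium acetate pH 7. Fluorescence polarization (555/632 nm) read 1 hr after 30 uM ThT.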
SMN2 splice enh – increases expression of the SMN2 splice variant; HEK293 SMN2-luciferase splicing reporter, luminescence, 30-36 h; AID 1458; 2.8% of 210,000 active; Potency, µM (highest dose often 46.1 µM), for the others: at the top dose activity change, positive = activation, hits mostly activators; further: % of control where 0% means no effect; nearly all actives have a fitted effect of over 55% in size
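qHTS luciferase splicing reporter: luminescence rises when SMN2 exon 7 is included in transfected HEK293 cells. Compound exposure lasted 30-36 h at 37C, with 4.5 mM final sodium butyrate as control, followed by a ONE-Glo read.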
* = called active by the depositor; u = inconclusive; x = no result given; [ ] = another dose, or the depositor's remark. Unless noted, the call rests on the fitted dose curve; in most records, active means well fitted curve in the direction sought with a large enough effect; inconclusive means small, poorly fitted or top-dose-only effect, or another doubt; inactive means no such curve, though single readings can be large; an effect the other way counts as inactive or inconclusive. Potency means the concentration at half of the fitted maximal effect.

SMILES | JMJD2E inh | HTT ATP protect | Tau fluor cs | HttQ103 aggreg | ALDH1A1 inh | Tau fibril ThT | Tau fibril FP | SMN2 splice enh
CCOC(=O)Cc1csc(NC(=O)CSc2nnc(C(C)C)n2CC)n1 | 7% | 4%[10 µM] | -2% | 3% | 5% | -7% | -2% | 8%
C=CCN1C(=O)C(CC(=O)Nc2ccc(C)cc2)SC1=Nc1c(C)n(C)n(-c2ccccc2)c1=O (stereo not given) | -2% | -6% | -10% | 30% | 2% | -15% | 8% | -8%
Cc1onc(-c2ccccc2Cl)c1C(=O)Oc1cc(N)n(S(=O)(=O)c2ccc(F)cc2)n1 | 2% | -33% | u | -14% | -12% | u | 15% | x
Nc1cc(=O)[nH]c(=S)n1-c1ccccc1 | -3% | -3% | -1% | 7% | -2% | 2% | -4% | -2%
NC(CC(=O)NC(c1ccccc1)(c1ccccc1)c1ccccc1)C(=O)O (stereo not given) | -9% | -6% | -10% | -3% | 3% | -14% | -6% | x
CCN1C(=O)/C(=C\N(C)C)S/C1=N\S(=O)(=O)c1ccc(C)cc1 | -9% | 33%[10 µM] | 2% | 18%[9.22 µM] | u | 1% | -1% | -7%
COc1cc(C(=O)NCCC(C)C)c([N+](=O)[O-])cc1OC | -12% | 23% | -12% | -8% | -6% | -9% | -13% | 14%
CCSc1nncn1/N=C/c1ccc(OC)c(OC)c1 | -11% | -16% | 12% | 25% | 4% | 2% | -2% | u
CC(C)CCn1nnnc1C(C(C)C)N1CCC(C(N)=O)CC1 (stereo not given) | 11% | 10%[1.9 µM] | -3% | -2% | u | -4% | 4% | -32%[inhibitor]
COc1ccc(C2/C=C\CN(C(=O)NC(C)C)CC(=O)N2Cc2ccc(F)cc2)cc1 (stereo not given) | -3% | -1%[10 µM] | -8% | 1%[9.22 µM] | x | -12% | -1% | x
NS(=O)(=O)c1ccc(NC(=S)NC(=O)c2cccc(Br)c2)cc1 | 1% | -31%[inhibitor] | -6% | -8% | 25µM* | -1% | -8% | 6%
Cc1oc(CSCC2CCCO2)cc1C(=O)O (stereo not given) | -4% | -2%[0.074 µM] | 4% | -8% | -8% | -11% | 2% | x
Cc1ccc(C(=O)NCCNC(=O)CN2CCOCC2)cc1 | 6% | 6% | 9% | 27% | -3% | 7% | 7% | 6%
O=C(CN1C(=O)C2C3CC(C(Br)C3Br)C2C1=O)Nc1ccc(C(=O)O)cc1 (stereo not given) | 2% | 36%[10 µM] | -3% | -1%[9.22 µM] | x | -1% | -4% | x
O=C(COC(=O)c1cc2ccccc2cc1O)Nc1cccnc1Cl | -8% | -3%[10 µM] | -1% | 1% | 2% | -9% | 2% | -2%
O=C(CCN1C(=O)/C(=C\c2cccs2)SC1=S)Nc1nccs1 | 6% | -8%[10 µM] | -10% | -3% | 3% | -12% | -3% | -1%
Fc1ccc2nc3[nH]c4ccccc4c3nc2c1 | -12% | -82%[inhibitor][0.074 µM] | -15% | 19% | 2% | u | -4% | 16µM*
COc1ccc(C(=O)OCC(=O)Nc2ccc([N+](=O)[O-])cc2OC)c(O)c1 | -6% | -39%[10 µM] | -17% | -5% | 7% | -14% | -7% | -18%
CC(O)C(NS(=O)(=O)c1ccc(Cl)cc1)C(=O)OCc1cc([N+](=O)[O-])cc2c1OCOC2 (stereo not given) | 2% | 5%[1.9 µM] | -7% | 13%[9.22 µM] | 2% | -1% | -8% | -9%
CCN1CCN(CCCNC(=O)C(NC(=O)C2CCC(C)CC2)C(C)C)CC1 (stereo not given) | -3% | -38% | -2% | 16% | 8% | 4% | -3% | 3%
CCCN1C(=O)/C(=C/c2ccco2)SC1=Nc1ccc(OC)cc1 | u | -24% | -18% | 24% | 13µM* | u | -4% | 2%
COc1ccc(Cl)cc1C(=O)NCc1cn(C)nc1C | 3% | -5% | 0% | 0% | 14% | -10% | 5% | 1%
CC(=O)N(C(C)=O)n1c(C)nc2sc3c(c2c1=O)CCCC3 | 5% | x | 1% | x | 10% | u | -4% | -14%
O=C1OC(c2ccccc2)/C(=C(/O)c2ccc(Cl)cc2)C1=O (stereo not given) | 3% | -88%[inhibitor][10 µM] | -3% | u | 38µM* | 2% | -3% | -27%
O=C1c2cccc(OCc3ccc(F)cc3)c2CCN1Cc1ccccc1 | 8% | 4%[10 µM] | 0% | 8% | -8% | 7% | -13% | -52%[inhibitor]

Further compounds:
SMILES | JMJD2E inh | HTT ATP protect | Tau fluor cs | HttQ103 aggreg | ALDH1A1 inh | Tau fibril ThT | Tau fibril FP | SMN2 splice enh
O=C(COC(=O)c1cccc(O)c1)NCc1ccc2c(c1)OCO2 | 0% | -8%[10 µM] | -10% | -15%[9.22 µM] | x | -9% | -6% | x
CC(C)Cc1nc2n[nH]c(N)c2c2c1CCC2 | 5% | -3% | -11% | -18% | 2% | -4% | -3% | 10%
CCOc1ccc(Oc2nc(C)cc(OC)n2)nn1 | 4% | x | -3% | 31% | 10% | 0% | -1% | -20%
O=C(O)c1ccc(N/N=C/c2ccc3nccnc3c2)cc1 | -4% | -23%[10 µM] | -19% | -1%[9.22 µM] | -4% | 3.5µM* | -4% | x
O=c1cc(-c2ccc(Cl)cc2)[nH][nH]1 | u | 9%[10 µM] | -24% | -1% | 19% | u | u | 0%
COc1cccc2cc3c(=O)n(-c4ccccc4)nc-3oc12 | -3% | -17% | u | 1% | -10% | u | 6% | 9%
CC1CCCCC1NCC(=O)NCc1ccc(F)cc1 (stereo not given) | u | -49%[inhibitor] | 5% | -10% | -7% | 1% | 6% | -8%
Cc1ccccc1NC(=O)c1c(NC(=O)Cc2ccccc2)sc2c1CCC2 | x | x | -16% | x | x | -10% | 1% | -2%
CCN(c1ccccc1)S(=O)(=O)c1ccc(Cl)c(NC(=O)CSc2nncn2C)c1 | 1% | 26%[10 µM] | -7% | 10% | 9% | -2% | -4% | -3%
CCCCOCCCNC(=O)N[C@H](C(=O)OC)C(C)CC (stereo not given in full) | 4% | 11%[10 µM] | -13% | 17%[9.22 µM] | x | x | 0% | x
CS(=O)(=O)c1ccc(Cl)c(NC(=O)c2ccc3ccccc3c2)c1 | -17% | -7%[10 µM] | -3% | 9% | 7% | 11% | -8% | -24%
COc1ccc(-c2cc(-c3c(O)c(OC)c4occc4c3OC)[nH]n2)cc1OC | u | -9%[10 µM] | 14µM*[quencher] | u | u | 11µM* | 11% | -12%
CC(c1ccon1)N(C)C(=O)CCc1nnc(C2(c3ccc(Cl)cc3)CCC2)o1 (stereo not given) | -3% | -31%[inhibitor] | -2% | 15% | -2% | -3% | -1% | x
O=c1cc(-c2cc3ccccc3oc2=O)c2ccc(O)cc2o1 | u | -16% | -16% | x | u | -7% | -1% | -2%
Cc1cnc(C(=O)Nc2ccc(C(=O)N(C)C3CCCCC3)cc2)cn1 | 3% | 17% | -5% | 5% | 9% | -7% | -9% | -9%
Cc1ccc(NC(=S)N2CCOCC2)cc1 | 12% | x | -3% | 18% | -1% | -7% | -2% | 14%
O=C1CCCN1CCCNC(=S)Nc1ccc(Nc2ccccc2)cc1 | -2% | -23% | u | 5% | 14µM* | u | 1% | -20%
C/C(N)=C(/C#N)C(=O)CSc1nnc(-c2ccccc2)n1C | 4% | 23%[10 µM] | -8% | -5%[9.22 µM] | x | -5% | 3% | x
CCOc1ccc(NC(=S)Nc2ccc3nsnc3c2)cc1 | 3% | x | 14µM*[quencher] | 3.5µM* | 3.5µM* | 2.5µM* | u | u
CC(C)CN(CC(C)C)CC(O)Cn1cc(/C=C/C(=O)c2ccccc2)c2ccccc21 (stereo not given) | x | x | u | x | x | u | u | 8%
O=C(Oc1cccnc1)c1ccc([N+](=O)[O-])cc1 | 3% | 14%[10 µM] | 8.9µM*[quencher] | -13% | 18% | u | 12% | -6%
Cc1c(NC(=S)N/N=C/C=C/c2ccc([N+](=O)[O-])cc2)c(=O)n(-c2ccccc2)n1C | -5% | x | -14% | 20% | -11% | u | 8% | x
Cn1c(SCC(=O)c2ccc(F)cc2)nnc1-c1ccccc1Br | x | x | -10% | x | x | u | -4% | -7%
CC(=O)c1c(C)[nH]c(C(=O)NCCCN2CCCC2)c1C | -4% | 5% | -5% | 6% | 12% | -10% | 0% | 1%
CC1=NN(C(=O)Cn2nc([N+](=O)[O-])cc2C)C(O)(C(F)(F)F)C1 (stereo not given) | 7% | 21%[0.074 µM] | 8% | 5% | -9% | 6% | -4% | -9%

Continuation:
SMILES | JMJD2E inh | HTT ATP protect | Tau fluor cs | HttQ103 aggreg | ALDH1A1 inh | Tau fibril ThT | Tau fibril FP | SMN2 splice enh
CC(C)(C)NC(=O)CN(C(=O)CNC(=O)c1cccs1)c1ccc2c(c1)OCCO2 | 4% | -4%[10 µM] | -6% | -5% | 5% | -7% | 16% | -5%
O=C1CC(N2CCN(S(=O)(=O)c3ccccc3)CC2)C(=O)N1c1ccccc1 (stereo not given) | 7% | 23%[10 µM] | -9% | -6%[9.22 µM] | x | -7% | 3% | x
S=C1NC2(CCCCC2)Cc2ccccc21 | 1% | 13%[10 µM] | -6% | -3% | -1% | -4% | -3% | 2%
CN(C)S(=O)(=O)c1ccc(NC(=O)CSc2ncnc3ccccc23)cc1 | 2% | 6%[10 µM] | -22% | u | -9% | -14% | -9% | -9%
Cc1ccc(NC(=O)Cn2cc3c(n2)CCC(C)C3)cc1C (stereo not given) | x | x | -4% | x | x | 5% | -3% | 9%
COC(=O)[C@H](CC(C)C)NC(=O)NC1CCCCC1C (stereo not given in full) | -9% | u | -10% | 5% | 5% | -5% | -4% | u
N/C(=N\OC(=O)c1cccc(Br)c1)c1ccncc1 | 6% | -16% | -11% | 3% | 5% | -16% | u | 17%

These rows are one share of the data, so the mix of outcomes need not match the whole.
